Screens deposited in PubChem BioAssay by several laboratories.
A340 absorber: compounds absorbing at 340 nm. compound absorbance at 340 nm, fold over control. fold change at 10 µM. 65,000 tested, under 10 active;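 active = at 10 µM dose, initial 340 nm absorbance at least 2 fold that of control wells; inactive = change under 2 fold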;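 also: initial absorbance extrapolated from kinetic A340 decline of NADH oxidation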
SF-1 act: SF-1 (human) activation. Q13285. activation, % at 10 µM. actives 1.9% (n = 65,000). CHO-K1 Gal4-SF-1 LBD luciferase reporter; % increase over DMSO SF-1-specific signal;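 active = activation above the mean activation of all tested compounds plus 3 SD, cut at about 50% in these data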
Target sequence (Q13285 whole entry, looked up, the tested form may be a part): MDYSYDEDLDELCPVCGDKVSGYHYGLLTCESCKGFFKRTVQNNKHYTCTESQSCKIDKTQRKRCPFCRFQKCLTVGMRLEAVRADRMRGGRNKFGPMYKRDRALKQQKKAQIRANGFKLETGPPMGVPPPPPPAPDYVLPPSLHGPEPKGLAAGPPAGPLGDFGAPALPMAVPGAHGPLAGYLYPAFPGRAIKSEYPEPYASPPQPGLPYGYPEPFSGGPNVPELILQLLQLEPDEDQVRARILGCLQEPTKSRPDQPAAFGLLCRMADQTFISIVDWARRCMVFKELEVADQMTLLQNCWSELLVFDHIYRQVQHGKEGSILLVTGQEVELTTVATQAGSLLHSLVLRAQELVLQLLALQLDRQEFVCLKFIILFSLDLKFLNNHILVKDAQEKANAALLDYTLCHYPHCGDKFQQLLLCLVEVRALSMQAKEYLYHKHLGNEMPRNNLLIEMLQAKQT
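Assay system – CHO-K1 cells with Gal4–hSF-1 LBD chimera plus Gal4-driven luciferase · Quantity – 4,000 cells per well · Times – compound added 1 h post-seeding, 20 h exposure at 37 °C, 5% CO2 · Measured by – luciferase light emission · Benchmarks – DMSO and mock-transfected background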
NADH coupling: inhibitors of enzymes used to reach an NAD/NADH endpoint; coupled PK/LDH NADH assays, four targets; IC50, µM (titrated, usually from 10 µM), for the others: at the highest dose inhibition; actives 0.02% (n = 65,000); AID 774;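 active = single-dose screening hits from any of four coupled enzyme assays that gave an IC50 when retested across doses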;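 also: the DPM-DC format reads NADH fluorescence rather than 340 nm absorbance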
HTR1A agonist: agonists of human 5-HT1a serotonin receptor. P08908. CHO 5-HT1a Ga15 NFAT-bla reporter, FRET ratio; 0% basal, 100% maximal reference agonist. activation, % at 10 µM. actives 0.56% (n = 65,000). AID 567;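 active = activation above the screen-wide mean activation plus 3 SD, cut at about 19% in these data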;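 also: 0% = DMSO wells and 100% = 5-CT at EC100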
MMP13 inh: blocks human MMP13 activity; MMP-13 fTHP FRET cleavage, Mca fluorescence; inhibition, % at 4 µM; AID 570; P45452; actives 0.07% (n = 65,000);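 active = inhibition above the mean of compound-free control plate wells plus 3 SD, cut at about 14% in these data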;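 also: 0% = DMSO wells and 100% = wells with reference MMP-13 inhibitor after basal subtraction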
TNAP act DEA: activates human TNAP at intermediate phosphate acceptor concentration | P05186 | purified TNAP, CDP-star luminescence, 100 mM DEA, 30 min; hits give high values; scale: 0 levamisole-inhibited, 1 vehicle-only enzyme | activation factor at 20 µM | 64,000 tested, under 10 active;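 active = activation factor of at least 2 at 20 µM, relative to controls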
Target sequence (P05186 whole entry, looked up): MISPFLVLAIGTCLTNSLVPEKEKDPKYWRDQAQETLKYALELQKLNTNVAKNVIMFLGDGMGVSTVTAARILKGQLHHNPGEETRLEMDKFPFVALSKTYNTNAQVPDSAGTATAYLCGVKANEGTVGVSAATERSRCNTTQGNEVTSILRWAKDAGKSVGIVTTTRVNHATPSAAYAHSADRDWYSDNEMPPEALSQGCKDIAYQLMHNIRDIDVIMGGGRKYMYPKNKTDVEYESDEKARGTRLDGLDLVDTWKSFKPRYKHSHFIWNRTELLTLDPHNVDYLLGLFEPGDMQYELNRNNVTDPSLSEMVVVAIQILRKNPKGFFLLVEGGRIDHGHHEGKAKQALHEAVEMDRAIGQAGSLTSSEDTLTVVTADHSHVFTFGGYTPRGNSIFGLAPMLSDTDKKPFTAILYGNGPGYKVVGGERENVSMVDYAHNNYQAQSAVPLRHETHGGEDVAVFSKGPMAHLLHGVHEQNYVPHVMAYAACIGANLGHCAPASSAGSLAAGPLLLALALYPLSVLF
Fluor 339 460: intrinsic fluorescence of library compounds, ex339/em460 – biochemical, MLSMR library, data from DPM-DC assay, artefact control, profiling panel; compound autofluorescence, ex339/em460 nm, NADH buffer; hits give high values; 1 = no-compound wells, NADH background; fluorescence fold increase at 10 µM; actives 5.5% (n = 65,000); AID 709;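 active = at 10 µM, mean starting fluorescence two-fold or more over control wells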;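 also: signal is the first read of a kinetic run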
5-HT1A blocker: 5-HT1a (human) receptor antagonism; P08908; CHO 5-HT1a Ga15 NFAT-bla reporter, antagonist mode; inhibition, % at 10 µM; actives 0.68% (n = 62,000);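 active = inhibition above the mean of all tested compounds plus 3 SD, cut at about 43% in these data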;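 also: receptor stimulated by 5-CT agonist at 100 nM near EC80; beta-lactamase reporter measured by ratiometric fluorescence of a cleavable substrate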
RORa activator: activates the human nuclear receptor RORA | P35398 | CHO-K1 Gal4-RORA LBD luciferase reporter, luminescence; percent increase over mock-subtracted basal signal | activation, % at 10 µM | actives 1.5% (n = 65,000) | AID 560;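 active = activation above the mean of all tested compounds plus 3 SD, cut at about 49% in these data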;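 also: 0% = DMSO-treated RORA cells and 100% = added signal equal to DMSO minus mock-transfected cells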
* = called active by the depositor; . = no result given; [ ] = another dose, or the depositor's remark.

SMILES	A340 absorber	SF-1 act	NADH coupling	HTR1A agonist	MMP13 inh	TNAP act DEA	Fluor 339 460	5-HT1A blocker	RORa activator
COc1cccc(-c2nnn(CC(=O)Nc3ccc(C)cc3C)n2)c1OC	1	0	6%	-0.2	-2	0.9	1.1	-21	-4
CN(C)S(=O)(=O)Nc1ccc2c(c1)OCO2	1	-5	4%	-0.7	-8	1	1.1	-10	9
Cn1c(=O)oc2cc(S(=O)(=O)N3CCCC(C(=O)NCC4COc5ccccc5O4)C3)ccc21 (configuration not stated)	1	-2	2%	-5.0	0	0.9	1	13	-5
CCCCOc1ccc(C(=O)Nc2ccncc2)cc1	1	-6	1%	0.3	6	1	1.1	1	-8
Cc1cc(C)n(-c2ccc(C(=O)Nc3ccccc3N3CCOCC3)cc2)n1	1	-2	4%	-4.7	5	1	1	-5	10
Cc1cc(NS(=O)(=O)c2ccc(NC(=O)CCCC(=O)O)cc2)nc(C)n1	1	4	2%	0.9	2	1	1.2	-11	0
CCCCn1c(CCNC(=O)c2cccs2)nc2ccccc21	1	2	4%	-0.9	-4	.	1.1	23	-4
CCOC(=O)C1CCN(C(=O)c2ccc(Cl)c(NC3=NC4CS(=O)(=O)CC4S3)c2)CC1 (configuration not stated)	1	6	3%	-2.0	-6	0.9	1	-1	-7
Cc1cc(C)c2nc(-c3ccccn3)cc(C(=O)NCc3ccco3)c2c1	1.1	-28	4%[fluoresces]	0.6	-132[fluorescence artefact?]	1	3.6*	16	-12
Cc1ccc(-c2nnn(CC(=O)N(CC(=O)NCC3CCCO3)c3ccccc3)n2)o1 (configuration not stated)	0.98	-1	3%	-4.3	-1	0.9	1	-4	-3
CC12CCC(C(=O)NCc3ccccn3)(OC1=O)C2(C)C (configuration not stated)	1	-12	3%	1.1	-1	0.9	1.1	-10	-7
O=S(=O)(CCCc1ccccc1)c1ncn[nH]1	1	10	4%	-1.4	-6	0.9	1.1	-4	-13
CCN(CC)CCCN(Cc1cc2cc(OC)ccc2[nH]c1=O)C(=O)Nc1ccccc1	0.99	3	7%	0.2	-14	0.9	1.8	-5	-22
Cc1ccc(CNC2=NCCCCC2)n1C	0.98	-7	9%	-4.5	-7	1	1.1	-3	-13
CCOc1ccc(NC(=O)CNC(=O)c2ccc(OC)c(OC)c2)cc1	1	-11	3%	0.4	1	0.9	1.1	-8	-14
CCOc1cccc(NC(=O)C2CC(=O)N(C)C2)c1 (configuration not stated)	1	10	5%	-0.2	-1	0.9	1.1	-14	2
CCc1nnc(NC(=O)C2CCCN2S(=O)(=O)c2ccc(C)cc2)s1 (configuration not stated)	0.98	-6	4%	0.2	-3	0.9	1	-3	-8
O=c1oc2cc(OCc3nn[nH]n3)ccc2c2c1CCCC2	1.1	-1	2%[fluoresces]	-3.1	-144[fluorescence artefact?]	1	3.8*	-15	10
COc1cc(-c2nnc(-c3ccc(S(=O)(=O)c4ccccc4)cc3)o2)cc(OC)c1OC	1	-18	11%[fluoresces]	2.3	-8	0.9	3.7*	-13	0
COc1ccccc1NC(=O)C1CCCCC1	1.1	-10	0%	-1.2	4	0.9	1.1	-10	0
O=C(COc1ccc(-n2cnnn2)cc1)NCCc1ccc(F)cc1	1	-4	5%	-4.5	-5	0.9	1.3	-11	-2
COc1cc(NC(=O)CS(=O)(=O)c2ccccc2)cc(OC)c1OC	1	-2	2%	0.2	0	0.9	1.1	-8	-21
Cc1cc(C)nc(SCC(=O)O)n1	1	-10	4%	-1.0	2	0.9	1	-10	-14
CCCCCOc1ccc(C2NC(=O)NC2=O)cc1 (configuration not stated)	0.98	-18	1%	2.5	-1	0.8	0.98	11	-2
CC(C)(CNC(=O)c1cc2ccccc2o1)N1CCOCC1	1	-11	5%	-2.3	2	0.9	1.1	-4	-5
Cc1cccc(N=C2NC(=O)CS2)c1	1	27	5%	-2.5	-1	0.8	1.1	7	-17
CN(C)S(=O)(=O)c1cccc(C(=O)OCC(=O)N2c3ccccc3NC(=O)C2(C)C)c1	1	-4	4%	-0.9	-1	0.9	1.1	-2	-9
Cc1cc(C2C(C#N)=C(N)SC(N)=C2C#N)c(C)s1	1	-4	3%	-0.4	4	0.9	1	6	5
CCOC(=O)/C(C#N)=C1/C=CN(c2ccccc2)C=N1	1.4	22	7%	2.2	3	0.9	0.93	-9	9
O=C(NCCCN1CCOCC1)c1ccccc1-c1ccccc1	1	-14	4%	-3.1	3	1	1.1	7	-7
Fc1cccc(-c2cc3nc4c(c(N5CCOCC5)n3n2)CCCC4)c1	1	16	11%	-2.0	-13	0.9	1.5	21	44
CN1CCN(S(=O)(=O)c2ccc(N(C)Cc3cccs3)nc2)CC1	1	19	7%	-1.8	-10	1	1.1	-7	25
COc1cccc(CN2CCN(c3cccc(C(F)(F)F)c3)CC2)c1OC	1	-22	1%	-0.9	3	1	1.1	9	-13
O=C(NCc1ccccc1)c1cnc2n(c1=O)CCS2	1	-4	2%	-0.8	0	0.9	1.1	-7	2
CC1CCCCN1C(=O)Cn1c(=O)n(C2CCCCC2)c(=O)c2ccccc21 (configuration not stated)	1	-6	4%	-0.3	0	1	1.1	5	14
N#Cc1cccc(CSc2nnc(CCCO)n2-c2ccccc2)c1	1	-1	17%	77*	-6	0.9	1.1	5	-8
Cc1cc(O)c(C(=O)c2ccccc2C(=O)O)cc1C	1.1	21	4%	0.3	0	1	1.1	-7	4
Cc1cc(NC(=O)c2ccco2)ncc1NC(=O)Cc1ccccc1	0.96	41	6%	-0.7	4	0.8	1.1	6	57*
CCN1CCn2c1nc(N1CCCCC1)nc2=O	1	29	3%	0.9	3	0.9	1.1	7	1
O=C(CCCN1C(=O)c2ccccc2C1=O)Nc1sc2c(c1C(=O)NCc1ccco1)CCC2	1.1	-10	5%	2.9	1	0.9	1.1	20	-14
Cc1ccc(Cn2c(SCCN3CCCCC3)nc3c2c(=O)[nH]c(=O)n3C)cc1	0.97	9	2%	-2.5	-4	0.9	1	9	-8
COc1cc2c(cc1OC)C(C(=O)N1CCCCC1)C(c1ccccc1F)N(C)C2=O (configuration not stated)	1	5	3%	2.7	-1	0.9	1.1	-12	1
Cc1c(C(=O)Nc2ccncc2)sc2nc(-c3ccccc3)cn12	1.1	-15	7%	-0.7	-2	1	1.1	10	-20
COc1ccccc1C(=O)N1CCCN(C(=O)c2ccccc2OC)CC1	1.1	-19	8%	-3.4	2	0.9	1.1	-4	4
CCSC(SCC)[C@H](O)[C@@H](O)[C@H](O)[C@H](O)CO	1	3	1%	-0.2	-4	0.8	1.1	.	9
COc1ccccc1CNC(=O)C(CCSC)NS(=O)(=O)c1ccc2c(c1)oc(=O)n2C (configuration not stated)	1	16	6%	-2.4	3	0.9	1.1	4	-11
COc1ccccc1Cn1c(CCCO)nc2ccccc21	0.99	-9	6%	-0.8	-2	0.9	1	6	-15
Cc1c(C)n(C(=O)CN2CCN(c3ccccn3)CC2)c2ccccc12	1	17	1%	-0.1	3	0.9	1.1	-12	6
CC(C)c1nc(=S)c2ccccc2[nH]1	1.1	4	8%	-0.6	4	0.9	1	-6	3
O=C(NCCc1ccc(Cl)cc1)C1CCC(=O)N1C1CCCC1 (configuration not stated)	1.1	-11	3%	-0.3	5	1	0.9	-6	8
Following part
SMILES	A340 absorber	SF-1 act	NADH coupling	HTR1A agonist	MMP13 inh	TNAP act DEA	Fluor 339 460	5-HT1A blocker	RORa activator
O=C(Cn1c(=S)nc2ccccn21)N1CCc2ccccc2C1	1	29	8%	0.4	-5	0.9	1.2	-5	10
Cc1ccc(C)c(Cn2nnc3c(=O)[nH]c(C(=O)NCC4CCCO4)nc32)c1 (configuration not stated)	0.98	1	8%	3.5	-1	0.9	1	-15	9
COc1ccc(C2c3c(oc4ccccc4c3=O)C(=O)N2c2ccc(C)cn2)cc1OC (configuration not stated)	0.99	14	3%	2.4	-2	0.8	1	0	29
CCn1cc(C(=O)N=c2sc3ccccc3n2C)c(=O)c2ccc(C)nc21	1.1	5	4%	-2.5	2	0.9	1.1	14	-22
COc1ccc(-c2ccc(SCC(=O)Nc3cc(C)on3)nn2)cc1OC	1.1	-8	7%	1.2	5	0.9	1.1	11	-1
Cc1cc(C)c(C#N)c(SCc2ccc3c(c2)OCO3)n1	1.1	-1	2%	-2.6	3	0.9	1.1	4	-12
Cc1nc2sc(C(c3cccc(F)c3)N3CCN(C(=O)c4ccco4)CC3)c(O)n2n1 (configuration not stated)	0.97	-2	3%	1.2	-2	0.8	0.98	1	9
CCn1c(CNC(=O)C(C)(C)C)nc2ccccc21	1	-14	4%	3.1	-3	0.9	1.1	-16	0
Cc1ccsc1-c1nc(CSCC(=O)NCCN2CCCC2)c(C)o1	1	4	6%	-2.2	-72[fluorescence artefact?]	.	2.2*	11	4
O=C(O)CCC1=C2c3ccccc3CCN2C(=O)CC1	1	-14	2%	-3.5	-2	0.9	1.1	-7	-22
O=c1cc(-c2ccccc2)nc2nc(COc3ccccc3)[nH]n12	1	-5	11%	-0.8	4	1	1.1	-4	-3
Fc1ccccc1OCCSc1nc2ccccc2o1	1.1	-1	5%	-1.3	3	1	1.1	1	26
C[C@]12CC[C@@H]3c4ccc(OC(=O)c5ccccc5)cc4CC[C@H]3[C@@H]1CC[C@@H]2O	1	-9	2%	1.0	7	0.8	1.1	.	0
COc1ccc(C(=O)CCC(=O)O)cc1	1.1	-13	0%	-2.7	4	0.9	1.1	6	-18
Cc1ccc(Cn2c(-n3nc(C)cc3C)nc3c2c(=O)[nH]c(=O)n3C)cc1	1	-6	5%	-0.5	1	0.8	1.1	-3	5
Cc1nc2ccc(S(=O)(=O)NC(CC(C)C)C(=O)O)cc2s1 (configuration not stated)	0.99	-18	7%	-2.9	-9	0.9	1.1	-11	7
COc1nc(N2CCCCCC2)nc(N2CCCCCC2)n1	1	-16	10%	0.3	-3	1	1.1	4	-11
CSc1nnc(-c2ccc(S(=O)(=O)N3CCCC3)cc2)n1C	1	-20	5%	-1.1	-8	1	1.1	-6	-22
CCn1c(SCC(=O)NCC(=O)Nc2ccc(F)cc2)nnc1-c1cccs1	1	11	6%	-3.2	0	0.9	1.1	4	-17
CCN(CC(=O)NC1CCCCC1)S(=O)(=O)c1ccc(Cl)cc1	1	3	5%	2.0	0	0.9	1.1	-6	-17

Full records, quoted from the list. Screens in order: A340 absorber	SF-1 act	NADH coupling	HTR1A agonist	MMP13 inh	TNAP act DEA	Fluor 339 460	5-HT1A blocker	RORa activator
C[C@]12CC[C@@H]3c4ccc(OC(=O)c5ccccc5)cc4CC[C@H]3[C@@H]1CC[C@@H]2O in the list: 1	-9	2%	1.0	7	0.8	1.1	.	0
CSc1nnc(-c2ccc(S(=O)(=O)N3CCCC3)cc2)n1C in the list: 1	-20	5%	-1.1	-8	1	1.1	-6	-22
Cc1nc2ccc(S(=O)(=O)NC(CC(C)C)C(=O)O)cc2s1 (configuration not stated) in the list: 0.99	-18	7%	-2.9	-9	0.9	1.1	-11	7

Other structures
SMILES	A340 absorber	SF-1 act	NADH coupling	HTR1A agonist	MMP13 inh	TNAP act DEA	Fluor 339 460	5-HT1A blocker	RORa activator
Cc1ccc(SCc2nc(-c3cccnc3)no2)cc1	0.98	17	4%	-0.1	3	1	1	7	14
COc1ccc(OC)c(C2c3c(oc4ccccc4c3=O)C(=O)N2CCCN(C)C)c1 (configuration not stated)	1.1	15	2%	-1.0	2	1	1.1	2	10
O=C(CCS(=O)(=O)c1cc(Br)cc2c1N(C(=O)C1CC1)CC2)NCC1CCCO1 (configuration not stated)	1.1	5	2%	-3.4	3	0.9	1	-7	-4
CCOC(=O)c1cc(CN2CCOCC2)oc1-c1ccccc1	0.99	13	5%	-2.0	-1	0.9	1.1	-6	-5
O=S(=O)(Cc1ccccc1)N1CCN(Cc2ccc3c(c2)OCO3)CC1	1.1	.	1%	.	.	0.9	1.1	.	.
